NSD2 block: blocks human NSD2 histone methyltransferase activity | O96028 | NSD2-SET H3K36me1 DELFIA fluorescence, biochemical | 44,000 compounds, 0.07% hits | inhibition, % at 12.5 µM; in the data active = inhibition above about 54%, passing the limit was not always enough;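 also: inhibitors reduce the monomethyl H3K36 fluorescence signal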
Target sequence (O96028 whole entry, looked up): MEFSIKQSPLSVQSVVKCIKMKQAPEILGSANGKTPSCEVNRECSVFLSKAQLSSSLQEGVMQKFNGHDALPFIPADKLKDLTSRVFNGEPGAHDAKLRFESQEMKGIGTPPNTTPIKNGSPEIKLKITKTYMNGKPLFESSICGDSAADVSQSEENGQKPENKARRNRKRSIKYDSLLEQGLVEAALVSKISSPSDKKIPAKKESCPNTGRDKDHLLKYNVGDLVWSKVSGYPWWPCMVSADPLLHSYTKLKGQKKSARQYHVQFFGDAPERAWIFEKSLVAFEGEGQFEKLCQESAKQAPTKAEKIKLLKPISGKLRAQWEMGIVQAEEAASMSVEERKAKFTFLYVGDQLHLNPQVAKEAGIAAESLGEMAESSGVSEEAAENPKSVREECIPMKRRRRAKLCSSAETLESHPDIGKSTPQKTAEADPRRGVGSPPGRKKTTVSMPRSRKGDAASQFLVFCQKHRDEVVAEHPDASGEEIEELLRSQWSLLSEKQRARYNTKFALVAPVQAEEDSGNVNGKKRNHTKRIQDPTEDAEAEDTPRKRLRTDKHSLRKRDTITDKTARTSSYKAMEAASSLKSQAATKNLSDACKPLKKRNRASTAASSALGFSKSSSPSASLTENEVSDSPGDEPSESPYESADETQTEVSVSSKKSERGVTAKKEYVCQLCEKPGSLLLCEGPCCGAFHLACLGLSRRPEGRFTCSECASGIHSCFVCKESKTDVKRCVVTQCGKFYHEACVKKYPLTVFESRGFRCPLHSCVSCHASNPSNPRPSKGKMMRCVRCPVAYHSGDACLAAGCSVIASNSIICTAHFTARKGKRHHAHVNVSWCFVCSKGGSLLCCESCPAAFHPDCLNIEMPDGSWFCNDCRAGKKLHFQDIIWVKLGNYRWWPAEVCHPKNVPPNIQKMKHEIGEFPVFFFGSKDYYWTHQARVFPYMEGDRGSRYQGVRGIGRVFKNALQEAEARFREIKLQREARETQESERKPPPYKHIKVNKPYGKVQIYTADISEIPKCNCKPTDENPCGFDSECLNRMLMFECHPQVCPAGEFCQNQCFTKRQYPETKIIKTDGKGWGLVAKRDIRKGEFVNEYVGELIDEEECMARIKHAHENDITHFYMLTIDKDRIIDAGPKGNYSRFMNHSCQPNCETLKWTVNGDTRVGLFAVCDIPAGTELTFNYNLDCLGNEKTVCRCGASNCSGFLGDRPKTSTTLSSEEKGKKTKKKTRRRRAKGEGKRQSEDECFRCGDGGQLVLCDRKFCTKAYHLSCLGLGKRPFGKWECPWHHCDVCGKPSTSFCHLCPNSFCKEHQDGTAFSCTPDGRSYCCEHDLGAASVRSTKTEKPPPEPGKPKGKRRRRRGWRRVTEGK
An asterisk follows results filed as active; & = joins results of further samples. Only part of the results is shown; the hit share may differ from the screen's.

SMILES	NSD2 block
Cc1ccc(S(=O)(=O)N(C)C[C@H]2Oc3ccc(NC(=O)Nc4cccc5ccccc45)cc3CC(=O)N([C@@H](C)CO)C[C@H]2C)cc1	-4.2
COc1ccc(C)cc1NC(=S)NC12CN3CN(CN(C3)C1)C2	2.6
CCCNC(=O)N(C)C[C@@H]1Oc2cc(C#Cc3cccc(F)c3)ccc2S(=O)(=O)N([C@H](C)CO)C[C@H]1C	-2.1
COc1ccc(S(=O)(=O)Nc2ccc3c(c2)C(=O)N([C@H](C)CO)C[C@H](C)[C@H](CN(C)C(=O)Nc2ccc(F)cc2)O3)cc1	6.8
COc1ccc(NC(=O)Nc2ccc3c(c2)C(=O)N([C@H](C)CO)C[C@@H](C)[C@H](CN(C)Cc2ccncc2)OCCCC[C@H](C)O3)cc1	-0.7
C[C@H](CO)N1C[C@H](C)[C@H](CN(C)C(=O)c2ccncc2)Oc2ncc(-c3ccc(C(=O)N(C)C)cc3)cc2C1=O	2.3
CC(C)CC#Cc1ccc2c(c1)O[C@@H](CN(C)C(=O)c1cccnc1)[C@@H](C)CN([C@@H](C)CO)S2(=O)=O	15.9
C[C@@H]1CN([C@H](C)CO)C(=O)c2cccc(NC(=O)Nc3ccc4c(c3)OCO4)c2O[C@@H]1CN(C)C(=O)Nc1ccc(F)cc1	-4.0
C[C@@H]1CN([C@@H](C)CO)C(=O)c2cc(-c3ccncc3)cnc2O[C@H]1CN(C)Cc1ccc(F)cc1	-7.9
C[C@H]1CN([C@@H](C)CO)C(=O)Cc2cc(NC(=O)CCCN(C)C)ccc2O[C@H]1CN(C)Cc1ccc(-c2ccccc2)cc1	2.8
Nc1nc(N)nc(-c2cc(Cl)ccc2Cl)n1	-2.9
C[C@@H]1CN([C@H](C)CO)S(=O)(=O)c2ccc(C#CC3(O)CCCC3)cc2O[C@H]1CN(C)C(=O)Cc1ccncc1	-2.1
COc1ccc(-c2cnc3c(c2)C(=O)N([C@@H](C)CO)C[C@@H](C)[C@H](CN(C)Cc2ccc(C(=O)O)cc2)O3)cc1	0.8
C[C@H]1CN([C@@H](C)CO)C(=O)Cc2cc(NC(=O)Cn3cnnn3)ccc2O[C@H]1CN(C)Cc1ccccc1	0.4
C[C@@H]1CN([C@H](C)CO)C(=O)c2cc(NC(=O)CCC(F)(F)F)ccc2O[C@@H](C)CCCCO[C@H]1CN(C)C(=O)c1ccncc1	3.8
COc1ccc(NC(=O)Nc2ccc3c(c2)C(=O)N([C@@H](C)CO)C[C@H](C)[C@@H](CN(C)S(=O)(=O)c2cccs2)OCCCC[C@@H](C)O3)cc1	-2.7
C/C(=C/CCC(CO)C1CCC2(C)C3CCC4C(C)(C)C(OC5OC(CO)C(O)C(O)C5O)CC(O)C45CC35CCC12C)COC1OC(CO)C(O)C(O)C1O (stereo not drawn)	-8.1&5.2
Cc1noc(C)c1NC(=O)Nc1ccc2c(c1)C(=O)N([C@@H](C)CO)C[C@H](C)[C@@H](CN(C)S(C)(=O)=O)O2	5.4
CC(C)C#Cc1ccc2c(c1)O[C@H](CN(C)C)[C@@H](C)CN([C@@H](C)CO)S2(=O)=O	-2.5
COc1ccc(Br)cc1/C=N/NC(=O)c1ccccn1	-0.7

Three compounds out of the list, sorted by SMILES length, high to low:
SMILES	NSD2 block
CCCNC(=O)N(C)C[C@@H]1Oc2cc(C#Cc3cccc(F)c3)ccc2S(=O)(=O)N([C@H](C)CO)C[C@H]1C	-2.1
C[C@@H]1CN([C@@H](C)CO)C(=O)c2cc(-c3ccncc3)cnc2O[C@H]1CN(C)Cc1ccc(F)cc1	-7.9
COc1ccc(Br)cc1/C=N/NC(=O)c1ccccn1	-0.7

The list goes on.
SMILES	NSD2 block
C[C@H]1CN([C@@H](C)CO)C(=O)c2cccc(NC(=O)c3cnccn3)c2O[C@H]1CN(C)Cc1ccccc1	-1.4
C[C@@H]1CN([C@@H](C)CO)C(=O)c2cc(-c3cncnc3)cnc2O[C@H]1CN(C)C(=O)CN1CCOCC1	-1.2
COc1ccc(S(=O)(=O)Nc2cccc3c2O[C@@H](CN(C)Cc2ccc(Cl)c(Cl)c2)[C@H](C)CN([C@@H](C)CO)C3=O)cc1	24.5
COc1ccc(NC(=O)N(C)C[C@H]2OCCCC[C@H](C)Oc3ccc(NC(=O)Nc4cccc5ccccc45)cc3C(=O)N([C@@H](C)CO)C[C@H]2C)cc1	0.6
CCOC(=O)c1ccc(/C=N/O)[n+](Cc2ccccc2)c1	-2.1
C[C@@H]1CN([C@H](C)CO)C(=O)c2cc(NS(=O)(=O)c3cn(C)cn3)ccc2O[C@@H]1CN(C)Cc1ccc(-c2ccccc2)cc1	-4.1
Cc1noc(C)c1S(=O)(=O)Nc1cccc2c1O[C@H](CN(C)Cc1ccc(C(=O)O)cc1)[C@@H](C)CN([C@H](C)CO)C2=O	2.3
C[C@@H]1CN([C@H](C)CO)S(=O)(=O)c2ccc(-c3ccccc3)cc2O[C@H]1CN(C)C(=O)CC1CC1	2.1
CNC[C@@H]1Oc2ccc(NS(=O)(=O)c3cccs3)cc2C(=O)N([C@H](C)CO)C[C@@H]1C	6.3
C[C@@H]1CCCCO[C@@H](CN(C)C(=O)C2CCCCC2)[C@@H](C)CN([C@@H](C)CO)C(=O)c2cc(NS(=O)(=O)c3ccc(Cl)cc3)ccc2O1	1.6
CC(C)NC(=O)N(C)C[C@@H]1Oc2c(cccc2N(C)C)C(=O)N([C@H](C)CO)C[C@H]1C	1.2
C/C=C/c1ccc2c(c1)O[C@H](CN(C)C(C)=O)[C@H](C)CN([C@H](C)CO)S2(=O)=O	8.4
C[C@H](CO)N1C[C@H](C)[C@H](CN(C)C(=O)Oc2ccccc2)OCc2ccccc2-c2ccccc2C1=O	21.0
O=C(C[C@H]1C[C@@H]2c3cc(NC(=O)c4ccc5c(c4)OCO5)ccc3O[C@@H]2[C@@H](CO)O1)NCc1cccnc1	1.0
C[S+](O)c1ccc(CSc2nc(-c3ccc(F)cc3)c(-c3ccncc3)[nH]2)cc1 (stereo not drawn)	0.5
C[C@H]1CCCCO[C@H](CN(C)C(=O)NC2CCCCC2)[C@@H](C)CN([C@@H](C)CO)C(=O)c2cc(NC(=O)Nc3ccc(C(F)(F)F)cc3)ccc2O1	-4.6
C[C@@H]1CCCCO[C@H](CN(C)Cc2ccncc2)[C@H](C)CN([C@@H](C)CO)C(=O)c2cc(NC(=O)c3ccncc3)ccc2O1	0.7
C[C@@H]1CCCCO[C@@H](CN(C)Cc2ccc(C(F)(F)F)cc2)[C@H](C)CN([C@@H](C)CO)C(=O)c2cc(NC(=O)C3CCCCC3)ccc2O1	-5.0
C[C@H](CO)N1C[C@H](C)[C@H](CN(C)C(=O)Nc2ccc(F)cc2)Oc2ccc(NS(=O)(=O)c3ccccc3)cc2C1=O	7.3
C=Cc1ccc(O[C@@H]2O[C@H](CO)[C@@H](O)[C@H](O)[C@H]2O[C@@H]2O[C@@H](C)[C@H](O)[C@@H](O)[C@H]2O)cc1	17.8
COc1ccc(NC(=O)Nc2cccc3c2O[C@@H](CN(C)C(=O)Nc2ccccc2)[C@@H](C)CN([C@H](C)CO)C3=O)cc1	-2.3
C/C=C/c1ccc2c(c1)O[C@H](CN(C)C(=O)Nc1cc(F)ccc1F)[C@H](C)CN([C@@H](C)CO)S2(=O)=O	-10.8
C[C@@H]1CN([C@H](C)CO)C(=O)c2cc(NS(=O)(=O)c3cccs3)ccc2O[C@H]1CN(C)S(=O)(=O)c1ccc(Cl)cc1	-328.4
Cc1ccc(S(=O)(=O)Nc2cccc3c2O[C@@H](CN(C)C(=O)Nc2ccc(F)cc2)[C@@H](C)CN([C@H](C)CO)C3=O)cc1	-2.4
CCCN(C)C[C@H]1OCCCC[C@@H](C)Oc2ccc(NC(=O)CCC(F)(F)F)cc2C(=O)N([C@H](C)CO)C[C@@H]1C	-0.6
O=C(N1CCCCC1)[C@]1(Cc2ccccc2)N=C(c2ccc(OCCCO)cc2)O[C@@H]1c1ccccc1	-3.9
C[C@H](CO)N1C[C@H](C)[C@H](CN(C)C)Oc2cc(-c3ccc(F)cc3)ccc2S1(=O)=O	2.4
CCC(=O)N(C)C[C@H]1Oc2ncc(C#Cc3ccc(OC)cc3)cc2C(=O)N([C@@H](C)CO)C[C@H]1C	-4.4
C[C@H](NC(=O)C[C@H]1C[C@H]2c3cc(NC(=O)c4cccnc4)ccc3O[C@H]2[C@H](CO)O1)c1ccccc1	-1.4
CCN(CC)c1nc(Cl)nc(N(C)C#N)n1	-0.9
CC(C)C#Cc1ccc2c(c1)O[C@H](CN(C)C(=O)CC1CC1)[C@H](C)CN([C@@H](C)CO)S2(=O)=O	-1.6
C[C@H](O)C#Cc1cnc2c(c1)C(=O)N([C@H](C)CO)C[C@H](C)[C@@H](CN(C)CC1CCOCC1)O2	1.3
CC(C)NC(=O)Nc1ccc2c(c1)C(=O)N([C@@H](C)CO)C[C@@H](C)[C@H](CN(C)C(=O)Nc1ccc(C(F)(F)F)cc1)OCCCC[C@H](C)O2	-5.2
O=C(O)c1ccc2cc(-c3ccc(O)c(C45CC6CC(CC(C6)C4)C5)c3)ccc2c1	-8.3
C[C@H]1CCCCO[C@@H](CN(C)C(=O)Cc2ccccc2)[C@@H](C)CN([C@@H](C)CO)C(=O)c2cc(NC(=O)c3ccncc3)ccc2O1	-3.5
O=C(N1CCOCC1)[C@@]1(CCS(=O)(=O)c2ccccc2)N=C(c2ccc(OCCCO)cc2)O[C@H]1c1ccccc1	1.3
COc1ccc(S(=O)(=O)N(C)C[C@@H]2OCCCC[C@@H](C)Oc3ccc(NC(=O)Nc4cccc5ccccc45)cc3C(=O)N([C@@H](C)CO)C[C@@H]2C)cc1	-5.0
CNC[C@@H]1Oc2ccc(NC(=O)Cn3cnnn3)cc2CC(=O)N([C@@H](C)CO)C[C@@H]1C	0.5
Cc1noc(C)c1NC(=O)Nc1ccc2c(c1)C(=O)N([C@H](C)CO)C[C@@H](C)[C@@H](CN(C)CC1CCCCC1)O2	-3.7
CC(C)NC(=O)N(C)C[C@@H]1Oc2ccc(NC(=O)CCC(F)(F)F)cc2C(=O)N([C@H](C)CO)C[C@@H]1C	6.1

Rewritten with bars between the fields: entries from further up
compound | NSD2 block
COc1ccc(NC(=O)Nc2cccc3c2O[C@@H](CN(C)C(=O)Nc2ccccc2)[C@@H](C)CN([C@H](C)CO)C3=O)cc1 | -2.3
C/C=C/c1ccc2c(c1)O[C@H](CN(C)C(=O)Nc1cc(F)ccc1F)[C@H](C)CN([C@@H](C)CO)S2(=O)=O | -10.8
C[C@@H]1CN([C@H](C)CO)C(=O)c2cc(NS(=O)(=O)c3cccs3)ccc2O[C@H]1CN(C)S(=O)(=O)c1ccc(Cl)cc1 | -328.4
Cc1ccc(S(=O)(=O)Nc2cccc3c2O[C@@H](CN(C)C(=O)Nc2ccc(F)cc2)[C@@H](C)CN([C@H](C)CO)C3=O)cc1 | -2.4
CCCN(C)C[C@H]1OCCCC[C@@H](C)Oc2ccc(NC(=O)CCC(F)(F)F)cc2C(=O)N([C@H](C)CO)C[C@@H]1C | -0.6

(continued)
SMILES	NSD2 block
COCC#Cc1cnc2c(c1)C(=O)N([C@H](C)CO)C[C@@H](C)[C@@H](CN(C)C(=O)c1cnccn1)O2	3.4
COc1cc2c(cc1O)C1Cc3ccc(O)c(OC)c3CN1CC2 (stereo not drawn)	-4.1
COc1ccc(CN(C)C[C@@H]2OCCCC[C@H](C)Oc3ccc(NC(=O)CCCN(C)C)cc3C(=O)N([C@@H](C)CO)C[C@H]2C)cc1	-31.2
CCCN(C)C[C@H]1Oc2cc(-c3ccc(F)cc3)ccc2S(=O)(=O)N([C@H](C)CO)C[C@H]1C	-7.4
O=S(=O)(c1cccc2cccnc12)N1CCN(Cc2ccc(OCCO)cc2)CC1	-4.1
COCC#Cc1cnc2c(c1)C(=O)N([C@@H](C)CO)C[C@H](C)[C@H](CN(C)Cc1ccccc1F)O2	-0.2
COc1ccc(-c2cnc3c(c2)C(=O)N([C@H](C)CO)C[C@@H](C)[C@@H](CN(C)C(=O)C2CCOCC2)O3)cc1	-4.4
CC(C)CC#Cc1ccc2c(c1)O[C@H](CN(C)Cc1ccc3c(c1)OCO3)[C@H](C)CN([C@@H](C)CO)S2(=O)=O	-1.3
CNC(=O)C1=C[C@H](c2ccc(C(=O)OC)cc2)C[C@H](OCc2ccc(CO)cc2)O1	0.0
Cc1ccc(S(=O)(=O)N(C)C[C@H]2Oc3ccc(N(C)C)cc3CC(=O)N([C@H](C)CO)C[C@@H]2C)cc1	12.3
C[C@H]1CN([C@@H](C)CO)C(=O)c2cc(NS(=O)(=O)c3cn(C)cn3)ccc2O[C@@H]1CN(C)Cc1ccncc1	2.1
CC(=O)N(C)C[C@H]1Oc2cc(C#CC3CCCCC3)ccc2S(=O)(=O)N([C@@H](C)CO)C[C@H]1C	-4.5
C[C@@H]1CN([C@H](C)CO)C(=O)Cc2cc(NC(=O)Nc3cccc4ccccc34)ccc2O[C@H]1CN(C)Cc1ccncc1	13.6
CC(C)CC#Cc1ccc2c(c1)O[C@@H](CN(C)Cc1cccnc1)[C@@H](C)CN([C@H](C)CO)S2(=O)=O	16.5
COc1ccc(NC(=O)N(C)C[C@@H]2OCCCC[C@H](C)Oc3ccc(N(C)C)cc3C(=O)N([C@H](C)CO)C[C@H]2C)cc1	-1.8
C[C@H](CO)N1C[C@H](C)[C@@H](CN(C)S(=O)(=O)c2ccc(F)cc2)Oc2ccc(NC(=O)Cc3ccccc3)cc2CC1=O	-0.9
C[C@H](CO)N1C[C@H](C)[C@@H](CN(C)C(=O)Nc2cccc3ccccc23)Oc2c(NC(=O)CCCCCC(=O)Nc3ccccc3N)cccc2C1=O	21.8
COC(=O)CCCCCCC(=O)N/N=C/c1ccc2c(c1)OCCO2	0.9
COc1ccc(NC(=O)N(C)C[C@@H]2Oc3ccc(NS(=O)(=O)c4ccc(Cl)cc4)cc3CC(=O)N([C@@H](C)CO)C[C@H]2C)cc1	-2.7
C[C@H](CO)N1C[C@H](C)[C@H](CN(C)C)Oc2c(NC(=O)CCCCCC(=O)Nc3ccccc3N)cccc2C1=O	1.5
C[C@@H]1CN([C@H](C)CO)S(=O)(=O)c2ccc(-c3ccncc3)cc2O[C@H]1CN(C)C(=O)Nc1ccc(F)cc1	-8.3
CNC[C@H]1Oc2c(NC(=O)Nc3cccc4ccccc34)cccc2C(=O)N([C@H](C)CO)C[C@H]1C	-2.3

Screens deposited in PubChem by Broad Institute.
